# Assay outcomes deposited in PubChem BioAssay by Broad Institute.
# miR122 inh – miR-122 inhibition in Huh7 cells | AID 602342 | 340,000 tested, 0.3% active | activation (reporter increase), % at 12.5 µM | Huh7 miR-122 Renilla luciferase sensor, 48 h; neutral wells = 0, positive control = 100;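 active means mean replicate activation score at least 90 and every replicate individually at or above 90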;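 further: higher luciferase means less miR-122 activity so hits act as miR-122 inhibitors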
# ARNT-TACC3 inh – ARNT/TACC3 interaction disruption | AlphaScreen His-ARNT PAS-B/GST-TACC3 binding, luminescence; TACC3 fragment carries E629A point mutation | 390,000 tested, 0.66% active | Q9Y6A5 | inhibition, % at 9.99 µM;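 active means mean inhibition of replicates at least 50% and at least half of replicates each reaching 50%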;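 further: 0% = complete ARNT plus TACC3 wells and 100% = ARNT alone without TACC3; many hits fall short of the cut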
# esBAF inh – inhibitors of esBAF chromatin remodeling in mouse ES cells. 350,000 tested, 2% active. reporter increase, % at 12.5 µM. Bmi1-luciferase knock-in reporter, 24 h; 100% = twice the neutral-well signal; in the data active means activation above about 40%;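 further: 0% = median of the plate's neutral control wells and 100% = double that signal; a rise in the Bmi1 reporter signal indicates esBAF inhibition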
# Active calls of the source: *; · = no result given; [ ] = dose if it differs, or a comment. These rows are one share of the data; rates above refer to the full screens.
# Order of results: miR122 inh | esBAF inh | ARNT-TACC3 inh
- CC(C)NC(=O)Nc1ccc2c(c1)C(=O)N([C@H](C)CO)C[C@@H](C)[C@@H](CN(C)C)OCCCC[C@H](C)O2
 : -1[16.7 µM] | · | ·
- CCN=c1sc2ccccc2n1CC(O)COc1ccccc1 (stereo not drawn)
 : 1 | · | ·
- c1ccc(-c2csc(NNC3=NCCCCC3)n2)cc1
 : 4 | · | ·
- COc1ccc(NC(=S)NCc2ccco2)cc1
 : -2 | · | ·
- CN1CCN(c2cc(-c3ccccc3)nc3cc(-c4ccc(F)cc4)nn23)CC1
 : -6 | · | ·
- COc1ccc(-c2[nH]ncc2-c2ccc3c(c2)OCCO3)c(O)c1
 : 47 | · | ·
- Cc1ccccc1NC(=O)c1ccc(-c2ccc(Cl)cc2Cl)o1
 : 12 | · | ·
- CC(C)(C)N1CC2([N+](=O)[O-])CN(C(C)(C)C)CC([N+](=O)[O-])(C1)C2
 : -6 | · | ·
- Cc1ccc(-n2c(N)c(C(N)=O)sc2=S)cc1
 : -7 | · | ·
- CCOC(=O)CSc1cc(CSc2ccccc2)nc(-c2ccccc2)n1
 : 2 | · | ·
- COc1ccccc1-c1noc(-c2ccccc2)n1
 : 24 | · | ·
- COc1cccc(C(=O)Nc2cccc(-c3nnc(-c4ccco4)o3)c2)c1
 : 0 | · | ·
- COc1cc(C(=O)Sc2ccc(C)cc2)cc(OC)c1OC
 : -9 | · | ·
- COc1cc2c(cc1OC)C1=NC(=O)CN1C(SCc1ccc(C)cc1)=N2
 : -6 | · | ·
- O=C(CN1C(=O)c2ccccc2C1=O)NCC(=O)OCC(=O)c1ccc(Br)cc1
 : -1 | · | ·

# (list continues)
# Order of results: miR122 inh | esBAF inh | ARNT-TACC3 inh
- Cc1ccc(/C=N/NC(=O)c2csc3c2CCCC3)cc1
 : 41 | · | ·
- CNC(=O)COc1ncnc2sc(C)c(C)c12
 : -7 | · | ·
- CSc1nnc(-c2cccc(C)c2)n1N
 : 3 | · | ·
- O=[N+]([O-])c1ccccc1NCCNc1ncc(C(F)(F)F)cc1Cl
 : -4 | · | ·
- C(=N\N1CCN(C2c3ccccc3-c3ccccc32)CC1)/c1ccncc1
 : 0 | · | ·
- NC(=O)C1(N2CCCCC2)CCN(C(=O)CSc2nc3ccccc3s2)CC1
 : -1 | · | ·
- O=C(NNC(=O)C1CCN(Cc2ccccc2)CC1)c1cccc(Cl)c1
 : 1 | · | ·
- CCn1c2ccccc2c2cc(NC(=O)c3ccc([N+](=O)[O-])cc3)ccc21
 : 10 | · | ·
- Cc1ccc(C2=NN(C)c3nc4ccccc4n3C2)cc1
 : 12 | · | ·
- Cc1ccc(/C=C2\SC(=S)N(CCCC(=O)Nc3ccccn3)C2=O)cc1
 : -1 | · | ·
- CCCCCc1ccc(OCCCC[n+]2ccccc2)c(CCCCC)c1
 : -12 | · | ·
- COc1ccc(N/N=C(\C=N\O)C(=O)c2ccc(OC)cc2)cc1
 : 4 | · | ·
- Cc1noc2ncnc(Oc3ccc4ccccc4c3)c12
 : -2 | · | ·
- CC(C)CC(=O)Nc1nc(=S)ss1
 : 0 | · | ·
- O=C(Nc1ccc(-n2ccnc2P(=O)(O)c2ccccc2)cc1)c1ccccc1Br
 : -10 | · | ·

# Next entries.
# Order of results: miR122 inh | esBAF inh | ARNT-TACC3 inh
- Cc1ccc(C2C(C#N)=C(N)Oc3n[nH]c(-c4ccccc4)c32)o1 (stereo not drawn)
 : -1 | · | ·
- CCOC(=O)c1ccccc1Nc1cn(C(C)=O)c2ccccc12
 : -5 | · | ·
- Cn1c(SCC(=O)c2ccc3c(c2)Cc2ccccc2-3)nnc1-c1ccccc1
 : -4 | · | ·
- CCOC(=O)C1CCN(C(=O)COc2ccc(Cl)cc2C)CC1
 : -4 | · | ·
- Cc1ccc(NC(=O)CN2CCN(CCN=CC3=C(O)CC(C)(C)CC3=O)CC2)cc1
 : 7 | · | ·
- COc1cc(C)ccc1OCCOc1c(C)cccc1Cl
 : -4 | · | ·
- CC(C)NC(=O)Nc1ccc2c(c1)C(=O)N([C@H](C)CO)C[C@@H](C)[C@@H](CN(C)C(=O)NC1CCCCC1)OCCCC[C@@H](C)O2
 : -6[16.7 µM] | · | ·
- CC(C)NC(=O)N(C)C[C@@H]1OCCCC[C@H](C)Oc2ccc(NC(=O)CCC(F)(F)F)cc2C(=O)N([C@H](C)CO)C[C@@H]1C
 : 7[16.7 µM] | · | ·
- CC(C)CC(=O)NC(c1cccs1)c1ccc2cccnc2c1O (stereo not drawn)
 : 9 | · | ·
- CC1Cc2ccccc2N1Cc1nc2cc(C(F)(F)F)ccc2c(=O)[nH]1 (stereo not drawn)
 : 21 | · | ·
- Cc1ccc(NC(=O)O/N=C2\CCCCC2c2ccc([N+](=O)[O-])cc2[N+](=O)[O-])cc1 (stereo not drawn)
 : 4 | · | ·
- O=S(Cc1cc(Sc2ccccc2)nc(-c2ccccc2)n1)c1ccccc1 (stereo not drawn)
 : 7 | · | ·
- Cc1nn(C(=O)c2ccco2)c(C)c1Sc1ccc(Br)cc1
 : -8 | · | ·
- Cc1cc2ccccc2n1CCNC(=O)c1ccccc1
 : -7 | · | ·
- Cn1c(-c2ccc(C=O)s2)nc2c3ccccc3c3ccccc3c21
 : 8 | · | ·

# Additional results follow:
# Order of results: miR122 inh | esBAF inh | ARNT-TACC3 inh
- CC1=CC(C)(C)N(C(=O)CSc2nnc(-c3ccc(C)cc3)o2)c2ccc(C)cc21
 : 18 | · | ·
- COC(=O)c1c(NC(=O)Cc2cccs2)sc2c1CCCC2
 : -1 | · | ·
- CCN(CC)Cc1c(C(=O)OC)nnn1-c1nonc1N
 : -11 | · | ·
- O=C(/C=C/C=C/c1ccccc1)CC1(O)C(=O)N(CCc2ccccc2)c2ccccc21 (stereo not drawn)
 : -14 | · | ·
- CCN1C(=O)C(O)(CC(=O)/C=C/C=C/c2ccccc2)c2ccccc21 (stereo not drawn)
 : -3 | · | ·
- O=C(O)C1Nc2c(C(=O)N3CCOCC3)cccc2C2C=CCC12 (stereo not drawn)
 : -9 | · | ·
- Cc1ccc(NC(=O)/C(C#N)=C/c2cccs2)c(C)c1
 : -2 | · | ·
- Cc1ccn2c(C(=O)CSc3ccc(Cl)cc3)c(C)nc2c1
 : -4 | · | ·
- Cc1ccc(O)c(C(=O)CC(=O)c2cccc(F)c2)c1
 : -3 | · | ·
- CC(C)CCNc1ncnc2c1nnn2Cc1ccccc1Cl
 : -3 | · | ·
- Cc1nn(C)c2ncc(C(=O)c3cc(F)ccc3O)cc12
 : -3 | · | ·
- O=C(Cc1ccc(-n2cccc2)cc1)N1CCc2ccccc21
 : 0 | · | ·
- Cc1ccc(-c2c(C#N)c(N)n3c(nc4ccccc43)c2C#N)cc1
 : -6 | · | ·
- Cc1nc([N+](=O)[O-])c(Br)n1CC(=O)c1ccc(Cl)cc1
 : -3 | · | ·
- CCOC(=O)C(CSCC(=O)c1ccc(Cl)cc1)NC(=O)OC(C)(C)C (stereo not drawn)
 : -4 | · | ·

# (continued)
# Order of results: miR122 inh | esBAF inh | ARNT-TACC3 inh
- CC(C)(C)C(=O)O/N=C1/C(=O)N(c2ccccc2)c2ccccc21
 : 5 | · | ·
- COc1ccc(C(=O)N/C(=C\c2cccs2)c2nc3ccccc3[nH]2)cc1OC
 : -4 | · | ·
- CCCOc1ccc(Br)cc1/C=N/O
 : 7 | · | ·
- Cc1cccc(CSCc2nnc(N)s2)c1
 : -4 | · | ·
- Cn1nc(CC(=O)Nc2ccc3c(c2)OCCO3)c2ccccc2c1=O
 : -8 | · | ·
- CCOC(=O)N1CCN(CC(O)COC2CC(C)CCC2C(C)C)CC1 (stereo not drawn)
 : -1 | · | ·
- CCOC(=O)c1c(C#N)cnn1-c1ccc(C)cc1
 : -7 | · | ·
- COc1ccc(C(C)=O)cc1CSCCC#N
 : -2 | · | ·
- CN(c1ccc(S(=O)(=O)N2CCOCC2)cn1)C1CCCCC1
 : 5 | · | ·
- CC1(c2ccc(OC(F)F)cc2)NC(=O)N(CC(=O)NC2CCCCC2)C1=O (stereo not drawn)
 : 2 | · | ·
- CC(C)CC1NC(=O)N(CC(=O)N2CCN(S(=O)(=O)c3ccc4ccccc4c3)CC2)C1=O (stereo not drawn)
 : 0 | · | ·
- Cc1nc(C)c(C(=O)C2=C(O)C(=O)N(CCCn3ccnc3)C2c2ccccc2)s1 (stereo not drawn)
 : -4 | · | ·
- COC(=O)c1cc(C#N)c(NCc2ccccc2)nc1C
 : -11 | · | ·
- CC(C)NC(=O)N(C)C[C@@H]1OCCCC[C@H](C)Oc2ccc(NC(=O)C3CCCCC3)cc2C(=O)N([C@H](C)CO)C[C@H]1C
 : -8[16.7 µM] | · | ·
- COCCNC(=O)CSc1nc(N)c(NC(=O)c2ccccc2F)c(=O)[nH]1
 : 3 | · | ·

# Additional entries:
# Order of results: miR122 inh | esBAF inh | ARNT-TACC3 inh
- CCN(CC)c1nc(OCCNC(=O)Nc2ccccc2)nc(N(CC)CC)n1
 : 5 | · | ·
- O=C1CN(C(=O)COc2ncnc3ccccc23)c2ccccc2N1
 : -4 | · | ·
- C=CCSc1nccc(-c2nn(-c3ccc(C)cc3)ccc2=O)n1
 : 2 | · | ·
- Nc1nc(SCC(=O)NCc2ccccc2Cl)[nH]c(=O)c1NC(=O)c1ccccc1F
 : 4 | · | ·
- Cn1cccc1C(=O)NC(=O)COC(=O)C12CC3CC(CC(O)(C3)C1)C2
 : -1 | · | ·
- CN(C)CC#Cc1cccc(-c2nc(C(=O)NCCCN3CCOCC3)cc3c2[C@H](CCO)N(S(=O)C(C)(C)C)C3)c1 (stereo partly drawn)
 : · | 2 | ·
- C[C@H]1CN([C@@H](C)CO)C(=O)c2c(c3ccccc3n2C)-c2ccccc2CO[C@@H]1CN(C)Cc1cccc(C(=O)O)c1
 : · | -4 | ·
- C[C@@H]1CN([C@@H](C)CO)C(=O)c2c(c3ccccc3n2C)-c2ccccc2CO[C@H]1CN(C)C(=O)NC1CCCCC1
 : · | 10 | ·
- C[C@@H]1CN([C@@H](C)CO)C(=O)c2ccccc2-c2ccccc2CO[C@H]1CN(C)S(=O)(=O)c1ccccc1F
 : · | -8 | ·
- COC(=O)c1cc(C(=O)Nc2nnc(CC(C)C)s2)cc([N+](=O)[O-])c1
 : · | · | -7
- S=c1[nH]nc(-c2cccc(Cl)c2)n1Cc1ccccc1
 : · | · | 0
- Cc1cccc(NC(=S)N=Nc2c(O)[nH]c3ccccc23)c1
 : · | · | 5
- CC(=O)c1cc2c(C)c(C(=O)c3ccccc3)oc2cc1O
 : · | · | -2
- O=C(/C(=C(\[O-])c1ccccc1)[n+]1ccc2ccccc2c1)c1ccc([N+](=O)[O-])cc1
 : · | · | -2
- COc1ccc(N(CC(=O)Nc2ccccc2C(=O)N2CCOCC2)S(=O)(=O)c2ccc(F)cc2)cc1
 : · | · | 20

# (further entries)
# Order of results: miR122 inh | esBAF inh | ARNT-TACC3 inh
- CCOC(=O)c1ccccc1NC(=O)CSc1nnnn1C1CCCCC1
 : · | · | -5
- O=C(Nc1cccc2cccc(NC(=O)c3ccco3)c12)c1ccco1
 : · | · | 5
- CCOC(=O)NC(NS(=O)(=O)c1ccccc1)(C(=O)OCC)C(F)(F)F (stereo not drawn)
 : · | · | -11
- C=CCn1c(SCC(N)=O)nnc1-c1cc2c(s1)CCC(CC)C2 (stereo not drawn)
 : · | · | -28
- N/C(=N\OC(=O)CCC1CCCC1)c1ccccn1
 : · | · | -1
- COc1cc(C=C(c2nc3ccccc3s2)c2nc3ccccc3s2)cc(OC)c1O
 : · | · | 17
- O=C(c1ccccc1)N(NC(=O)C(O)(c1ccccc1)c1ccccc1)c1cccc(F)c1
 : · | · | -5
- CCC/C(C)=N/NC(=O)c1ccccc1O
 : · | · | 17
- COc1ccc(-c2cnnc(N/N=C/c3ccc(O)c(O)c3)n2)cc1
 : · | · | -1
- COc1cccc(C(=O)Nc2ccc3c(c2)C(=O)N(CCC(=O)O)C3=O)c1
 : · | · | -3

# An excerpt of the results above, for reference:
# Order of results: miR122 inh | esBAF inh | ARNT-TACC3 inh
- COC(=O)c1cc(C(=O)Nc2nnc(CC(C)C)s2)cc([N+](=O)[O-])c1
 : · | · | -7
- S=c1[nH]nc(-c2cccc(Cl)c2)n1Cc1ccccc1
 : · | · | 0
- Cc1cccc(NC(=S)N=Nc2c(O)[nH]c3ccccc23)c1
 : · | · | 5
- CC(=O)c1cc2c(C)c(C(=O)c3ccccc3)oc2cc1O
 : · | · | -2
- O=C(/C(=C(\[O-])c1ccccc1)[n+]1ccc2ccccc2c1)c1ccc([N+](=O)[O-])cc1
 : · | · | -2
- COc1ccc(N(CC(=O)Nc2ccccc2C(=O)N2CCOCC2)S(=O)(=O)c2ccc(F)cc2)cc1
 : · | · | 20
- CCOC(=O)c1ccccc1NC(=O)CSc1nnnn1C1CCCCC1
 : · | · | -5
- O=C(Nc1cccc2cccc(NC(=O)c3ccco3)c12)c1ccco1
 : · | · | 5
- CCOC(=O)NC(NS(=O)(=O)c1ccccc1)(C(=O)OCC)C(F)(F)F (stereo not drawn)
 : · | · | -11
- C=CCn1c(SCC(N)=O)nnc1-c1cc2c(s1)CCC(CC)C2 (stereo not drawn)
 : · | · | -28
- N/C(=N\OC(=O)CCC1CCCC1)c1ccccn1
 : · | · | -1
- COc1cc(C=C(c2nc3ccccc3s2)c2nc3ccccc3s2)cc(OC)c1O
 : · | · | 17
- O=C(c1ccccc1)N(NC(=O)C(O)(c1ccccc1)c1ccccc1)c1cccc(F)c1
 : · | · | -5
